# EBI2 antag: blocks human EBI2 receptor beta-arrestin signaling | EBI2 beta-arrestin recruitment, luminescence, 7a,25-OHC stimulated | inhibition, % at 5 µM | hit rate 0.81% among 360,000 | AID 651636 | P32249; in the data active = inhibition above about 38%;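 note: enzyme fragment complementation signal reports receptor beta-arrestin coupling in cells; 0% = agonist plus DMSO wells and 100% = wells without agonist; some results beyond the cut were filed as inactive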
# Target sequence (P32249 whole entry, looked up, the tested form may be a part): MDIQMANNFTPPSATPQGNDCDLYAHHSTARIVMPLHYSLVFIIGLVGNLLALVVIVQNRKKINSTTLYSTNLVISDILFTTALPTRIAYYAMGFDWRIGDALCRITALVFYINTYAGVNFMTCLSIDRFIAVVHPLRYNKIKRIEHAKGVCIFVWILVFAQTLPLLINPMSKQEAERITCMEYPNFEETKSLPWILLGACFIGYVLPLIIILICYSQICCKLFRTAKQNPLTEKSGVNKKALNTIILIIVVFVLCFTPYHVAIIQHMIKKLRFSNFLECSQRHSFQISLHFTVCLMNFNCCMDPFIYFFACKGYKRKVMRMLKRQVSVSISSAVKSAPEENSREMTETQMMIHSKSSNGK
# APJ antagonist: blocks the human apelin receptor APJ; P35414; CHO-K1 APJ beta-arrestin complementation, luminescence; inhibition, % at 20 µM; hit rate 0.32% among 330,000; AID 2521;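 active = inhibition above about 40% at 20 µM, limit read from the data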;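 note: cells challenged with 10 nM apelin-13 agonist together with compound; plate controls were apelin-13 plus DMSO wells for no effect and DMSO wells lacking apelin-13 for full effect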
# UBC13 polyUb: blocks human UBC13 polyubiquitin chain formation | TR-FRET | inhibition, % at 20 µM | hit rate 0.47% among 330,000; in the data active = inhibition above about 45%, passing the limit was not always enough
# Target sequence (P61088 whole entry, looked up): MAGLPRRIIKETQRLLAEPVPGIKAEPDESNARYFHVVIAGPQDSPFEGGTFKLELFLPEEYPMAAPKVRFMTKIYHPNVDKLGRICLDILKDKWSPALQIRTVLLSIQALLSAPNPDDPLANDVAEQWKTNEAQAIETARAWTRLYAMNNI
# APJ ag: agonists of human APJ apelin receptor; P35414; CHO-K1 APJ PathHunter beta-arrestin, luminescence; 0% DMSO wells, 100% apelin; activation, % at 20 µM; hit rate 0.11% among 330,000;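 active = activation more than six SD over the plate average, tested at 20 µM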;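 note: 0% = DMSO alone and 100% = apelin-13 at 10 nM; some results filed as inactive read as strong as hits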
#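 system = engineered CHO-K1 APJ arrestin reporter cells | input = 1000 cells per well | timing = overnight seeding, 90 min compound at 25 °C, 1 h detection | measured by = enzyme-fragment complementation luminescence | read-out = beta-arrestin recruitment to APJ as agonist activity, luminescent signal | control set = negative DMSO alone, positive Apelin-13 at 10 nM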
# CCR6 antag: antagonists of human CCR6 receptor | P51684 | CHO-K1 CCR6 PathHunter beta-arrestin, luminescence, CCL20-stimulated | inhibition, % at 20 µM | hit rate 0.49% among 340,000 | AID 493098;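 active = compounds whose inhibition of the agonist-driven luminescence signal at 20 µM reaches about 50%, limit read from the data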;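 note: cells stimulated with CCL20 at 14 nM final; plate controls were DMSO with CCL20 for no effect and DMSO without agonist for full effect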
# Gli-Sufu antag: antagonists of Gli-Sufu signaling | Sufu-KO-LIGHT fibroblasts, Gli luciferase reporter luminescence | hit rate 0.74% among 340,000 | inhibition, % at 5 µM;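 active = inhibition above about 55%, limit read from the data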;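 note: 0% = DMSO-treated cells and 100% = wells with medium but no cells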
# CXCR6 block: inhibitors of human CXCR6 receptor; O00574; CHO-K1 PathHunter CXCR6 beta-arrestin, luminescence; inhibition, % at 20 µM; hit rate 0.36% among 360,000; AID 602244; in the data active = inhibition above about 34%, passing the limit was not always enough;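 note: antagonist mode with CXCL16 agonist at 10 nM final; 0% = 10 nM CXCL16 with DMSO and 100% = unstimulated wells without agonist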
# ATG4B inhibitor: inhibitors of human ATG4B cysteine protease; Q9Y4P1; ATG4B cleavage of LC3-PLA2, NBD-HPC fluorescence, 1 h; inhibition, % at 8.33 µM; hit rate 0.51% among 340,000; AID 504462; in the data active = inhibition above about 40%
# Target sequence (Q9Y4P1 whole entry, looked up): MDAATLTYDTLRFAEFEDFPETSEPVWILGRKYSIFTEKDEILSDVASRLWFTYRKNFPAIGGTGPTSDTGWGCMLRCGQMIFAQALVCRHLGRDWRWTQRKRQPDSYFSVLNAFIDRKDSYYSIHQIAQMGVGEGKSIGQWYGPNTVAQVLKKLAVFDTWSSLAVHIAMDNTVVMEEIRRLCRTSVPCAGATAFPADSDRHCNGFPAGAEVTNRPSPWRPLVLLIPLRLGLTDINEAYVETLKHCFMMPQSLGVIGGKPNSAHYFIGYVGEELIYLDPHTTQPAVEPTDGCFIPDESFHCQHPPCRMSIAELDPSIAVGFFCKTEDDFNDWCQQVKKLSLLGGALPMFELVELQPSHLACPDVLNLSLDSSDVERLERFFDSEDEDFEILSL
# Starred values were filed as active, the others as inactive; / = no result given.
cpd	Structure	EBI2 antag	APJ antagonist	UBC13 polyUb	APJ ag	CCR6 antag	Gli-Sufu antag	CXCR6 block	ATG4B inhibitor
1	Cc1ccc(-c2nnn(CC(=O)N(Cc3ccco3)C(C(=O)NC(C)(C)C)c3ccc(C)o3)n2)o1 (stereo not drawn)	12.0	19.3	0.6	-3.2	9.0	9.5	15.4	-5.6
2	CCC(C)c1nc2c(c(N3CCC3=O)c1-c1ccccc1)CCCC2 (stereo not drawn)	10.1	-76.4	-2.4	-7.9	4.3	2.4	7.1	2.6
3	O=C1CN(c2nc(-c3ccccc3)c3cc(Cl)ccc3n2)c2ccccc2N1	8.0	9.7	-1.7	0.4	4.5	/	3.2	6.1
4	COc1cc2cc(CN(CCO)S(=O)(=O)c3ccccc3Cl)c(=O)[nH]c2cc1OC	2.8	8.6	21.0	-4.0	-5.8	-2.5	0.2	-6.1
5	CCOC(=O)Cc1nn2c(=O)cc(C)nc2s1	-12.9	11.5	15.0	-2.1	15.6	0.9	1.9	3.6
6	O=C(Nc1ccc(C(F)(F)F)cc1)c1ccc2nc[nH]c2c1	-5.5	9.5	-7.6	-0.5	-18.3	21.3	-7.0	5.0
7	CC1(C(=O)Nc2cccc(S(=O)(=O)N3CCOCC3)c2)Cc2ccccc2C(=O)O1 (stereo not drawn)	4.8	-3.5	1.4	-3.8	-5.8	0.9	-11.2	-7.1
8	Cc1ccnc(OC(C(=O)O)C(OCc2ccccc2)(c2ccccc2)c2ccc(C(F)(F)F)cc2)n1 (stereo not drawn)	0.9	-14.3	-17.8	-4.0	-5.9	9.7	5.1	-1.6
9	Cc1ccc(C)c(CS(=O)(=O)c2cn(CC(=O)N3CCC(C)CC3)c3ccccc23)c1	-3.3	4.8	8.0	-3.3	7.6	1.2	-3.3	-6.5
10	Cc1cc(C)cc(C(=O)N2CCC(CCC(=O)NC3CC3)CC2)c1	-3.2	-5.9	-5.5	0.7	-3.4	-2.2	-2.7	1.4
11	Cc1ccccc1CSCCNC(=O)CN(c1ccc2c(c1)OCO2)S(C)(=O)=O	-0.8	13.9	2.1	0.9	16.7	-2.1	0.3	-12.5
12	O=C(NC1CCCCC1)N1CCCCCC1	-11.5	-2.3	1.7	-4.8	13.2	-18.6	3.7	-2.3
13	CC1(C)CC2CC(C)(CN2C(=O)COc2cccc3ccccc23)C1 (stereo not drawn)	17.0	16.0	6.6	-0.1	10.0	2.3	5.6	-6.5
14	N#CCCN(C(=O)c1cc2c(s1)-c1ccccc1S(=O)(=O)C2)c1ccccc1	5.1	16.3	-9.0	-6.8	12.3	-3.5	1.2	-8.9
15	COc1ccc(OC)c(/C=C2/Sc3ccccc3C2=O)c1	3.8	-50.5	-43.5	4.2	4.4	-3.3	-4.5	14.4
16	Cn1nc(C(F)(F)F)c(C#N)c1N1CCN(c2ccccc2)CC1	1.2	-34.8	-9.2	4.1	11.2	-11.6	-1.0	-6.2
17	CCc1ccc(NC(=O)C2CCCN(S(=O)(=O)c3cccnc3)C2)cc1 (stereo not drawn)	-3.8	-7.6	-6.8	1.7	-5.1	-4.9	1.3	-4.2
18	COc1ccc([C@@H]2CC=C(C(=O)O)[C@H](c3ccc(Br)cc3)N2S(=O)(=O)c2ccccc2C)cc1	-2.7	-8.2	-14.6	-2.6	11.3	6.3	8.1	12.4
19	O=C(CO/N=C/c1ccccc1Cl)N1CCCc2ccccc21	-0.4	24.7	16.4	-4.5	14.6	-2.7	5.0	25.7
20	CN(CCN1CCc2ccccc2C1)Cc1nc(Cc2ccccc2F)no1	-3.4	/	/	/	6.4	6.3	7.3	7.5
21	Cc1nc(-c2cccc(S(=O)(=O)N3CC(C)OC(C)C3)c2)cs1 (stereo not drawn)	-0.4	2.9	2.9	-0.7	0.2	-8.8	-3.9	-16.5
22	CC(C)CCNC(=O)c1cc2c(=O)[nH]c3ccccc3c2s1	27.8	-4.0	8.7	-2.6	13.2	-4.1	3.9	-1.0
23	Cc1cccn2c(=O)c3cc(C(=O)N(C)C)n(C)c3nc12	-9.9	-1.5	6.0	0.5	-8.1	-4.8	6.4	-4.9
24	COC(=O)c1ccc(Oc2nc(N(C)C)nc(N3CCOCC3)n2)cc1	-5.6	-3.0	3.2	-1.2	-6.9	2.8	0.0	9.3
25	CN(Cc1cccc(Cl)c1Cl)C(=O)c1cc(S(=O)(=O)N2CCOCC2)ccc1F	17.0	11.8	2.8	0.4	2.8	12.6	-4.8	-2.0

# The closing 3 records of the section before lead into the next:
cpd	Structure	EBI2 antag	APJ antagonist	UBC13 polyUb	APJ ag	CCR6 antag	Gli-Sufu antag	CXCR6 block	ATG4B inhibitor
23	Cc1cccn2c(=O)c3cc(C(=O)N(C)C)n(C)c3nc12	-9.9	-1.5	6.0	0.5	-8.1	-4.8	6.4	-4.9
24	COC(=O)c1ccc(Oc2nc(N(C)C)nc(N3CCOCC3)n2)cc1	-5.6	-3.0	3.2	-1.2	-6.9	2.8	0.0	9.3
25	CN(Cc1cccc(Cl)c1Cl)C(=O)c1cc(S(=O)(=O)N2CCOCC2)ccc1F	17.0	11.8	2.8	0.4	2.8	12.6	-4.8	-2.0
26	CC(=O)C1=C(c2ccccc2)NC(=O)NC1c1ccccc1OCC(=O)Nc1ccccc1 (stereo not drawn)	-5.5	13.6	3.9	6.3	16.8	2.1	2.7	-6.4
27	CCCCCCCCC(=O)N/N=C/c1cccc(Br)c1	1.0	16.6	2.9	-2.8	9.0	0.2	-7.1	-6.7
28	CCCCn1c(N)c(N(CCOC)C(=O)c2sc3ccccc3c2Cl)c(=O)[nH]c1=O	-1.9	-18.9	-8.7	0.1	17.5	17.5	0.1	-0.2
29	Cc1nn(CC(=O)Nc2nnc(C(C)C)s2)c(=O)c2ccccc12	-3.2	10.9	-4.5	-2.2	13.7	-1.8	-2.6	-6.9
30	Cc1cccc(N(CC(=O)NCc2ccccc2)C(=O)CCC(=O)Nc2nccs2)c1	2.5	-2.9	-1.3	-3.3	14.5	/	8.2	0.1
31	Cc1ccccc1NC(=O)N1c2ccccc2CC1C (stereo not drawn)	-12.4	-16.7	-10.1	-5.2	18.4	-18.5	4.2	-1.0
32	N#CCC(=O)N1CCn2c1nc1ccccc12	3.1	-20.0	-7.1	-7.1	32.7	11.4	-2.7	1.7
33	COc1ccccc1CNC(=O)COc1ccccc1OC	-1.3	2.8	-3.5	-4.3	4.8	-2.0	2.9	-9.3
34	COC(=O)c1cc(S(=O)(=O)N2CCN(c3cccc(OC)c3)CC2)cn1C	5.3	-5.3	0.3	-0.8	22.8	-6.9	-3.0	-8.4
35	COc1ccc(OCC(=O)Nc2ccc(NC(=O)c3cccs3)cc2)cc1	3.6	-1.4	3.3	4.3	-2.9	-39.6	-10.5	4.8
36	Cc1ccc(OCCNC(=O)CNC(=O)c2ccc(Cl)c([N+](=O)[O-])c2)cc1	-0.3	-11.8	3.6	-2.4	9.3	-0.7	3.5	-9.9
37	COCCNC(=O)c1ccccc1NC(=O)C1COc2ccccc2O1 (stereo not drawn)	-0.7	-9.1	7.2	-1.2	27.1	-2.2	1.7	-8.8
38	Cc1ccc(C(=O)C(C)[n+]2cccc(C(N)=O)c2)cc1 (stereo not drawn)	0.0	8.5	8.3	-3.4	4.2	2.2	1.4	4.5
39	Cc1ccc(C(=O)N/C(=C\c2cccs2)C(=O)N2CCCCCC2)cc1	5.7	11.8	-14.4	-1.5	13.8	9.5	-4.5	3.2
40	Cc1cc2c(=O)n(C)c(SCC(=O)c3cc4ccccc4o3)nc2s1	17.9	-4.2	3.7	0.4	5.2	2.2	-0.9	-17.7
41	Cc1ccc(Cn2c(CN3CCOCC3)nc3c2c(=O)n(C)c(=O)n3C)cc1	-16.1	10.3	0.6	-2.0	-9.9	2.1	-3.0	9.5
42	O=C(CSc1cccc[n+]1[O-])Nc1cc([N+](=O)[O-])ccc1Cl	-10.7	9.6	-16.1	-0.6	-15.6	-2.7	-2.4	-9.1
43	COc1cc(/C=C(\C#N)c2ccccn2)ccc1OCc1ccc(Cl)cc1	19.9	-6.6	-7.7	-0.3	6.6	-3.9	7.8	4.1
44	COC(=O)C1=C(N)Oc2cc(C)n(Cc3cccnc3)c(=O)c2C1c1ccccc1OC (stereo not drawn)	-18.0	4.4	-1.1	-1.4	-5.7	-1.4	-8.8	5.5
45	CCOc1ccc(C(C(=O)Nc2ccc(F)cc2)N(C(=O)Cn2nnc3ccccc32)C2CC2)cc1 (stereo not drawn)	0.0	14.9	0.5	-3.6	-1.5	8.1	10.6	-17.3
46	Cc1cc(C)n2cc(CSCc3ccco3)nc2n1	-2.5	4.5	-0.8	-1.1	11.4	6.1	-0.8	-1.2
47	COc1ccc2c(CC(=O)Nc3nccs3)coc2c1	2.0	15.1	25.9	-3.7	6.9	-6.3	-6.0	4.2
48	CC1=CC(C)(C)n2c(O)c(N=N)c3c(C)ccc1c32	-4.9	3.7	28.8	-1.9	-2.2	16.5	-16.1	18.1
49	CCc1ccc(OCC(=O)NNC(=O)c2nn(CC)c(=O)c3ccccc23)cc1	-1.4	14.3	1.7	-7.3	12.6	-3.0	-4.7	7.8
50	CCOc1ccc(Oc2nc(C)cc(OC)n2)nn1	-4.5	-17.8	6.8	3.6	2.8	-14.4	-2.2	-5.1
51	Cc1nc2ccc(F)cc2cc1C(=O)Nc1ccc(Cl)c(Cl)c1	-6.5	/	/	/	4.8	4.2	0.7	-2.2
52	Cn1c(=O)[nH]c(=O)c2c1nc(N1CCN(Cc3ccccc3)CC1)n2CCSc1ncccn1	5.2	-19.8	-2.1	-2.7	7.7	22.7	5.3	-4.2
53	C#CCCc1cscc1/C=[N+](\[O-])c1ccc(C(=O)OCC)cc1	-12.0	-11.1	-30.9	1.0	7.1	-57.3	-9.7	3.4
54	O=C(CCS(=O)(=O)c1ccccc1)Nc1nc(-c2ccccn2)cs1	-26.0	-3.0	-16.9	-4.5	-0.9	-5.6	-3.7	-3.3
55	CC1CC(C)CN(C(=O)Cn2cc(C=O)c3ccccc32)C1 (stereo not drawn)	-0.3	-17.7	-13.7	-4.5	10.7	-2.3	-0.5	3.6
56	COc1ccc(/C=C2/C(=O)OCc3cc(OC)c(OC)cc32)c(OC)c1	-12.9	7.1	-12.0	1.2	14.3	5.2	12.5	-12.0
57	Cc1cc(C)c(S(=O)(=O)Nc2cccc(C(=O)O)c2)cc1S(=O)(=O)Nc1cccc(C(=O)O)c1	-4.0	2.4	-4.1	-4.1	10.1	-0.1	4.0	1.1
58	CCCCn1c(SCC(=O)NC2CCS(=O)(=O)C2)nc2ccccc2c1=O (stereo not drawn)	-2.3	12.4	-5.8	-3.4	5.5	5.0	-1.6	-5.3
59	C/C(=N\NC(=S)NCCc1ccccc1)c1ccc(C)cc1	16.7	13.6	10.6	1.2	21.5	7.3	13.8	-8.3
60	CC(C)c1ccc(COc2ccc(C(=O)N3CCOCC3)cc2)cc1	8.0	-4.1	9.1	-2.4	-6.9	-2.8	-9.6	-5.1
61	CCC1CCCCN1CCCNC(=O)c1ccc2c(c1)NC(=O)CS2 (stereo not drawn)	-7.7	23.5	2.4	-2.7	17.3	6.3	-8.3	-1.3
62	CCN(CC)S(=O)(=O)c1ccc(OC)c(NC(=O)c2ccc(=O)[nH]c2)c1	-0.8	16.3	1.7	-1.7	-4.4	-5.4	-1.3	-13.4
63	COc1ccc(CCN2C(=O)CC(Cc3ccc(C)cc3)C2=O)cc1OC (stereo not drawn)	8.5	10.0	4.7	-1.4	11.3	1.9	-6.5	-10.5
64	Cc1coc2c1c(C)cc1oc(=O)c(CC(=O)NCCCN3CCCC3=O)c(C)c12	2.0	-4.3	14.0	-1.1	-0.8	3.2	-4.5	-11.5
65	Cc1cccc(C)c1OCc1nc2ccccc2c(=O)n1/N=C/c1c[nH]c2ccccc12	8.8	-2.0	-6.5	-1.0	23.9	/	7.5	35.4

# Screening results as filed in PubChem.
